# S3 lipid droplet – qHTS Assay for Lipid Storage Modulators in Drosophila S3 Cells. lipid storage change, negative = inhibition, % at the top dose, mostly 46.1 µM; hits show Potency in µM. AID 2685. Drosophila S3 cells, BODIPY lipid droplet fluorescence, 18-24 h; cells fed with added oleic acid. actives 0.64% (n = 320,000); active = well fitted inhibition curve with a large enough effect in the signal ratio, with a control signal flat, not every such curve was filed as active; inconclusive = small, poorly fitted or top-dose-only effect, or effect the other way, or a change in a side signal; the % refers to the signal ratio
#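 Drosophila S3 cells loaded with oleic acid (400 uM, as added) and compounds at several concentrations; lipid droplets imaged by 488-nm laser-scanning cytometry, 500–530 nm intensity and object ratio to cell channel. Percent activity normalized to 20 uM Triacsin C.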
# S3 lipid droplet cell count max – also measured in S3 lipid droplet; calls as there; cell number change, %; measured here: cell count max response;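 cells counted by Cell Tracker Red CMTPX staining in the red channel; peak over a dose series mostly up to 46.1 µM; percent activity relative to internal control wells on each plate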
# An asterisk follows results filed as active; i = inactive; ? = inconclusive; / = no result given; [ ] = another dose, or the depositor's remark. % is scaled to controls: 0 for no effect and ±100 for the full control effect; potency is read from the fitted curve at half-maximal effect. The list is partial; count on the stated rates, not on these rows.
Structure	S3 lipid droplet	S3 lipid droplet cell count max
CCOc1ccc(/C(O)=C2/C(=O)C(=O)N(c3ncccn3)C2c2ccc(Cl)cc2)cc1 (stereo unspecified)	?	/
O=S(=O)(Nc1nc2ccccc2[nH]1)c1ccccc1	14%	-16
Cc1noc(C)c1CN(C(=S)NC1CC1)c1ccccc1	4%	12
COc1ccc([N+](=O)[O-])cc1NC(=O)CSCc1ccc(Br)cc1	?	/
CCN(CC)CCn1c2ccccc2c2nc3ccc([N+](=O)[O-])cc3cc21	14%	8
CC(=O)N1CCN(C(=O)COC(=O)CNC(=O)c2ccccc2C)CC1	23%[0.0737 µM]	/
CSc1ccccc1OCc1cc(C(=O)N2CCCC2c2nonc2C)no1 (stereo unspecified)	i	11
Cc1cc(NC(=O)CSc2nnc(CNc3ccc(F)cc3)n2C2CCCCC2)no1	?	/
CCOC(=O)c1sc(NC(=S)NC(=O)c2ccccc2Cl)c(C(=O)OCC)c1C	?	/
Cc1ccccc1-c1nnc(SCC(=O)Nc2ccc3c(c2)OCCO3)n1N	?	/
COc1ccc(OC)c(N(CC(=O)O)S(=O)(=O)c2ccc(OC)c(OC)c2)c1	?	/
Cc1ccc(N=Nc2c(O)c3ccccc3[nH]c2=O)c(S(=O)(=O)N(C)C)c1	8%	8

# 4 compounds out of the list above, ordered by the number in S3 lipid droplet cell count max, high to low.
smiles | S3 lipid droplet cell count max
Cc1noc(C)c1CN(C(=S)NC1CC1)c1ccccc1 | 12
CSc1ccccc1OCc1cc(C(=O)N2CCCC2c2nonc2C)no1 (stereo unspecified) | 11
Cc1ccc(N=Nc2c(O)c3ccccc3[nH]c2=O)c(S(=O)(=O)N(C)C)c1 | 8
O=S(=O)(Nc1nc2ccccc2[nH]1)c1ccccc1 | -16

# More results
Structure	S3 lipid droplet	S3 lipid droplet cell count max
O=C(COC(=O)c1cn(-c2ccccc2)nc1-c1cccs1)NC1CC1	?	/
O=C(OCn1ncc(Br)c(Br)c1=O)c1ccccc1Cl	?	/
CCN(C(=O)CN1C(=O)NC2(CCc3ccccc32)C1=O)C1CCS(=O)(=O)C1 (stereo unspecified)	?	/
COc1ccc(OC)c(N(CC(=O)Nc2cccnc2)S(=O)(=O)c2ccccc2)c1	?	/
CCCCc1ccc(NC(=O)C(=O)NCCN2CCN(Cc3ccc([N+](=O)[O-])cc3)CC2)cc1	-1%	6
CN1C(C(=O)NCc2ccccc2)CC2Cn3c(nc4cc(Cl)c(Cl)cc43)C21 (stereo unspecified)	14%	24
CCCc1cc(=O)oc2c(C)c(OC3CCCCC3=O)ccc12 (stereo unspecified)	i	4
CN1CCN(c2cc3c(c4c2[nH]c2ccccc24)C(=O)CC(C)(C)C3)CC1	?	/
CCN(CC)C(=O)c1[nH]cnc1C(=O)NCC(=O)OCc1ccccc1	?	/
NC(=O)Nn1c(CCC(=O)O)ccc1-c1ccc(F)cc1	?	/
CC(C)(C)OC(=O)NCCc1nnc(SCc2ccc(Cl)cc2)o1	i	26
Cc1ccc(CSCCNS(=O)(=O)c2ccccc2)cc1	13%	0
Cc1ccc(NC(=O)CN(C)S(=O)(=O)c2cccc3nsnc23)cc1Cl	?	/
Cc1cc(C)n2nc3nc4c(cc3c2n1)CCCC4	3%	5
c1ccc(-n2ncc3c(N4CCN(CCOc5cccc6ccccc56)CC4)ncnc32)cc1	?	/
COCCn1cnnc1SCC(=O)Nc1ccc(Br)cc1F	7%	16
c1ccc(-c2cc(N3CCCCC3)ncn2)cc1	i	/
O=C(OCc1nnc(-c2ccccc2)o1)C1CC(=O)N(Cc2ccco2)C1 (stereo unspecified)	i	19
CSc1ccc(CNCC(O)c2ccccc2)cc1 (stereo unspecified)	17%[9.22 µM]	1
CCN(CC)S(=O)(=O)c1ccc(N2CCN(CCO)CC2)nc1	5%	16
CC(C)c1ccc(N(C)C(=O)Cc2c(C(=O)O)n(C)c3ccccc23)cc1	?	/
CCOc1ccc(NC(=O)C2CCCCN2S(=O)(=O)c2ccccc2)cc1 (stereo unspecified)	?	/
Cc1cc(C(=O)COC(=O)c2ccc(F)cc2F)c(C)n1C1CC1	?	/
CCC1=NN2C(=N)/C(=C\c3ccc(OCCOc4ccc(NC(C)=O)cc4)c(OC)c3)C(=O)N=C2S1	4%	5
O=C(NCCN1CCOCC1)c1ccc(CS(=O)(=O)c2ccc(Cl)cc2)o1	?	/
CC(=O)c1sc(NCc2ccccc2)nc1C	?	/
Cc1ccc(CNC(=O)CSc2nc3ccsc3c(=O)n2NC(=O)c2ccccc2)cc1	i	17
COc1cc(NC(=O)c2cccs2)c(C(=O)OCC(=O)NCc2ccco2)cc1OC	?	/
COc1cccc(C(=O)Nc2nc3c(s2)CN(C)CC3)c1	21%	2
Cc1cc2c(ncn2C)c(NS(=O)(=O)c2cc(Cl)ccc2Cl)c1C	?	/
CC(=O)Cc1nsc(Nc2ccc3c(c2)OCCO3)n1	14%	-12
Nc1nc(-c2cccnc2)nn1C(=O)Cc1ccccc1	?	/
Cc1nc(N2CCCCC2)c2c(C)c(C(=O)Nc3cccc(C(F)(F)F)c3)sc2n1	0%	-16
Cc1cc(C)cc(NC(=O)[C@H](Cc2c[nH]c3ccccc23)NC(=O)[C@@H]2Cc3ccccc3CN2)c1	?	/
CC1(C)NC(=O)N(CC(O)COc2ccc(N3C(=O)c4ccccc4C3=O)cc2)C1=O (stereo unspecified)	17%	-1
CCc1nc(N2CCN(C(=O)CCl)CC2)c2c3c(sc2n1)CC(C)CC3 (stereo unspecified)	?	/
Cc1ccc(SCCNC(=O)c2ccc(C)c(S(=O)(=O)Nc3ccccc3C)c2)cc1	?	/
NCC(=O)Nc1ccc(Br)cc1	3%	0
COc1ccccc1C(=O)Nc1ccc(N2CCN(S(C)(=O)=O)CC2)cc1	?	/
CCn1cc(C(=O)O)c(=O)c2cc(F)c(N3CCN(C(=O)Nc4ccccc4)CC3)cc21	22%	28
CC(C)OCCCNC(=O)C(Cc1ccccc1)NS(=O)(=O)c1ccc2c(c1)CCC(=O)N2 (stereo unspecified)	i	-12
O=C(/C=C/c1ccc(F)cc1)NCCNC(=O)/C=C/c1ccc(F)cc1	?	/
Cc1ccc(Cn2c(=N)n(CC(O)COc3ccccc3)c3ccccc32)cc1 (stereo unspecified)	?	/
COc1cccc(/C=N/NC(=O)CSc2ccccc2C)c1O	-19%	/
Cc1ccc(NC(=O)CSCC(=O)Nc2nnc(C)s2)cc1	6%	3
CCn1nc(NS(=O)(=O)c2ccccc2[N+](=O)[O-])c2cc3ccc(C)cc3nc21	i	17
O=C(CN1C(=O)NC2(CCOc3ccccc32)C1=O)c1ccc(F)cc1 (stereo unspecified)	?	/
CC(C)(C)NC(=O)C(c1ccco1)N(Cc1ccc2c(c1)OCO2)C(=O)Cn1nnc2ccccc21 (stereo unspecified)	?	/
Cc1noc(C)c1COC(=O)c1ccc(F)c(S(=O)(=O)N2CCOCC2)c1	?	/
CCOC(=O)N1CCN(C(=O)CNC(=O)c2nn(-c3ccc(OC)c(OC)c3)c(=O)c3ccccc23)CC1	?	/
O=C(CN1CCN(Cc2ccccc2)CC1)N1CCCc2ccccc21	?	/
Cc1ccccc1-n1nnnc1SCC(=O)NCC1(N2CCOCC2)CCCCC1	?	/
Cc1cc(C)n2nc(SCc3cc(=O)oc4cc(O)ccc34)nc2n1	?	/
Cc1ccc(CN2CCNC(=O)C2CC(=O)NCC(F)(F)F)o1 (stereo unspecified)	?	/
COC(=O)C1(C)NC(c2cccs2)C2C(=O)N(c3ccc(F)cc3)C(=O)C21 (stereo unspecified)	?	/
COc1ccc(S(=O)(=O)N2CCCC(C(=O)NC3CCCC3)C2)cc1OC (stereo unspecified)	?	/
CCn1cnc2cc(NCc3nc4ccccc4n3Cc3ccccc3)ccc21	?	/
O=S(=O)(NC1CCCC1)c1cccc(-c2nnc(-c3ccccc3)o2)c1	?	/
O=C(Nc1ccon1)c1ccccc1F	23µM*	-7.4*
N#Cc1ccc(COC(=O)C2CCC(=O)N2)cc1 (stereo unspecified)	?	/

# Rewritten with two lines to a compound: part of the list above
# Each structure is followed by: S3 lipid droplet | S3 lipid droplet cell count max
CC(C)c1ccc(N(C)C(=O)Cc2c(C(=O)O)n(C)c3ccccc23)cc1
 : ? | /
CCOc1ccc(NC(=O)C2CCCCN2S(=O)(=O)c2ccccc2)cc1 (stereo unspecified)
 : ? | /
Cc1cc(C(=O)COC(=O)c2ccc(F)cc2F)c(C)n1C1CC1
 : ? | /
CCC1=NN2C(=N)/C(=C\c3ccc(OCCOc4ccc(NC(C)=O)cc4)c(OC)c3)C(=O)N=C2S1
 : 4% | 5

# The results go on.
Structure	S3 lipid droplet	S3 lipid droplet cell count max
O=C(OC(c1ccc(NS(=O)(=O)c2ccccc2)cc1)(C(F)(F)F)C(F)(F)F)c1ccccc1	?	/
COc1ccc(-c2n[nH]c3c2C(c2ccc(OC)c(OC)c2)N(c2ccccc2)C3=O)cc1 (stereo unspecified)	?	/
O=C(c1ccccc1)N1CC(COc2ccccc2)OC(c2ccco2)O1 (stereo unspecified)	?	/
C=CCn1c(SCC(=O)Nc2nnc(C)s2)nnc1-c1cccnc1	2%	2
Cc1ccccc1Cn1c(=O)n(C)c(=O)c2sccc21	?	/
COc1ccc(NC(=O)CN2C(=O)C(C)SC(C)C2=O)cc1 (stereo unspecified)	3%	-13
CC(NC(=O)C(Cc1ccccc1)N1C(=O)C2C3CCC(C3)C2C1=O)c1ccccc1 (stereo unspecified)	-9%	1
COc1ccc(Oc2ccc(/C=C/C(=O)c3ccc(O)cc3)cc2[N+](=O)[O-])cc1	1%	10
COc1ccc(-c2csc(N(CCCN(C)C)C(=O)c3ccc(C(C)(C)C)cc3)n2)cc1	?	/
Cc1ccc(/C=C/C(=O)Nc2ccc([N+](=O)[O-])c(NC(=O)/C=C/c3ccc(C)o3)c2)o1	1%	-20
Cc1noc(C)c1COC(=O)c1ccc2c(c1)S(=O)(=O)c1ccccc1C2=O	14%	-15
Cc1ccc(N(C(=O)c2snc(C(N)=O)c2N)C(CC(C)C)C(=O)NC2CCCC2)cc1 (stereo unspecified)	?	/
CCSc1nnc(NC(=O)[C@@H](NC(=O)c2ccccc2)C(C)C)s1	-2%	0
CCCc1nn2c(=O)cc(CSCC(=O)Nc3cccc(C)c3)nc2s1	?	/
COc1ccc2nc(NC(=O)C3CCCN(S(=O)(=O)c4cccc5nsnc45)C3)sc2c1 (stereo unspecified)	?	/
CCOc1cc(/C=N/Nc2cccc(C(=O)O)c2)ccc1OCC(=O)N1CCCCC1	?	/
Cc1ccc(-n2c(C)cc3c2CC(C)(C)CC3=O)cc1C	?	/
Cc1cc(NC(=O)C2CC2)ncc1NC(=O)c1ccccn1	-2%	10
COc1ccc(N2CCN(C(=O)NC3CC(=O)N(c4ccc(OC)cc4)C3)CC2)cc1 (stereo unspecified)	1%	-6
COc1ccc(Cl)cc1NC(=O)CCc1nnc2ccc(N3CCN(C)CC3)nn12	?	/
CC(C)N(C)S(=O)(=O)c1ccc(Cl)c(C(=O)O)c1	?	/
O=C(CN(c1cccc([N+](=O)[O-])c1)S(=O)(=O)c1ccccc1)NCc1cccnc1	i	11
Cc1cccc(NC(=O)CCCn2c(=S)[nH]c3ccccc3c2=O)c1	-1%	-11
Cc1cccc(/C=N/Nc2ccc3ccccc3n2)c1	12%	-20
COc1ccc(C(=O)NC(=S)Nc2nc(C)cc(C)n2)cc1Br	?	/
COc1cccc(C(=O)Oc2ccc3c(C)cc(=O)oc3c2C(C)=O)c1	?	/
CCONC(=O)Nc1ccccc1	5%	10
Cc1ccccc1CNC(=O)C1CCC(=O)N(C2CCCCCC2)C1 (stereo unspecified)	?	/
Cc1cc(C)c2c3c(sc2n1)C(=O)N(c1ccccc1C)CC(=O)N3	5%	19
COC(=O)c1ccccc1NC1CC(=O)N(c2c(C)cccc2C)C1=O (stereo unspecified)	i	28
Cc1cc[n+](C2=C([O-])c3ccccc3C(=O)/C2=N\S(=O)(=O)c2cccs2)cc1C	8.2µM*	-26*
Cc1ccc2c(c1)N(CC(=O)NC1CCC(C)CC1)C(=O)c1cccnc1O2 (stereo unspecified)	?	/
COc1ccc(CCCc2nnc(SCC(=O)Nc3cc(C)ccc3C)o2)cc1	-2%	3
Cc1ccc(NC(=O)c2cc3nc(C)cc(C)n3n2)cc1	?	/
CCN(C(=O)CN1CCN(c2ccccc2OC)CC1)c1c(N)n(Cc2ccccc2)c(=O)[nH]c1=O	i	/
O=C(c1ccccc1)C1C(=O)c2ccccc2C1=O	10%	20
CCCn1cc(CN2CCC(n3nccc3NC(=O)C(OC)c3ccccc3)CC2)c(C)n1 (stereo unspecified)	i	/
CCOc1cc(/C=C2/N=C(C)C(C(=O)OC)=C2O)ccc1O	0%	11
COCCN1C(=O)c2oc3c(C)cc(C)cc3c(=O)c2C1c1cccc(O)c1 (stereo unspecified)	?	/
CC(=O)c1cccc(NC(=O)CCN2C(=O)C3CC=CCC3C2=O)c1 (stereo unspecified)	-2%	-14
Cc1cc(C(=O)Nc2ccc(Nc3ccccc3)cc2)ccc1[N+](=O)[O-]	?	/
Cc1nnc(SCC(=O)NC2CCC(C)CC2)s1 (stereo unspecified)	?	/
CC1CCN(C(=O)CSc2nnc(Cc3cccn3C)n2-c2ccc(F)cc2)CC1	?	/

# Compound activity (PubChem BioAssay)
